pPAFAH inh = pPAFAH (human) enzyme inhibition; recombinant pPAFAH, FP-rhodamine probe fluorescence polarization; inhibition, % at 3.39 µM; 1.5% of 330,000 active;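 active = inhibition above the mean inhibition across the screen plus 3 SD, cut at about 25% in these data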;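 note: inhibitors block binding of the rhodamine activity-based probe so polarization drops; 0% = enzyme with DMSO and 100% = wells lacking pPAFAH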
BCLXL inh = blocks human Bcl-xL binding to Bim BH3 peptide. Q07817. GST-Bcl-xL / FITC-Bim BH3 peptide fluorescence polarization. inhibition, % at 10.9 µM. 0.7% of 320,000 active;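 active = inhibition above the mean of all tested compounds plus 3 SD, cutoff set per campaign, cut at about 30% in these data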;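 note: 0% = DMSO wells and 100% = unlabeled Bim-BH3 peptide competitor; inhibitors lower millipolarization by displacing the labeled peptide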
MCL1 BIM primary = MCL1-BIM-BH3 interaction inhibition (human). GST-MCL1 / FITC-Bim-BH3 fluorescence polarization. 0.68% of 320,000 active. AID 2057. Q07820. inhibition, % at 10.9 µM;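 active = inhibition above the mean inhibition of all tested compounds plus 3 SD, set per campaign, cut at about 40% in these data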;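 note: 0% = DMSO wells and 100% = unlabeled Bim-BH3 peptide control; higher means more loss of mP so more displacement of Bim peptide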
PME-1 primary = PME-1 (human) inhibition | Q9Y570 | 0.53% of 320,000 active | recombinant PME-1, FP-Rh probe fluorescence polarization | AID 2130 | inhibition, % at 5.9 µM;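 active = inhibition above the campaign mean of all compounds plus 3 SD, cut at about 26% in these data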;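 note: competitive labeling of PME-1 active site by serine hydrolase directed probe; 0% = PME-1 with DMSO and 100% = wells lacking PME-1 enzyme; inhibitors block probe labeling so polarization falls and inhibition rises; many of its hits are not listed in these tables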
Target sequence (Q9Y570 whole entry, looked up): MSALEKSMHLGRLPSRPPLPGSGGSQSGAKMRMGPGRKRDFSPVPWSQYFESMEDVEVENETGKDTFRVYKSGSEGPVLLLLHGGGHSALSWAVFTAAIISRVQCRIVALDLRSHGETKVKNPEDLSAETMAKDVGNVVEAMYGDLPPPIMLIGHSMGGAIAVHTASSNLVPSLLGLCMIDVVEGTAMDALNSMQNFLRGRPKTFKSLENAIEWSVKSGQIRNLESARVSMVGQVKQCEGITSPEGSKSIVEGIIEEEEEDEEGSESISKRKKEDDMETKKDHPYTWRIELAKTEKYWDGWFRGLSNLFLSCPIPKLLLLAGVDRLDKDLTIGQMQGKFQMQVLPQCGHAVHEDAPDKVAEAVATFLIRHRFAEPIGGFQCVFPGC
GLD-1 TGE inh = GLD-1-TGE RNA interaction inhibition (C. elegans) | purified GLD-1 + fluorescein TGE RNA, fluorescence polarization | inhibition, % at 5.96 µM | 0.44% of 320,000 active;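 active = percent inhibition above a per-plate cutoff, the plate mean of test compounds plus 3 SD, cut at about 30% in these data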;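 note: 0% = DMSO wells with GLD-1 and probe and 100% = wells lacking GLD-1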
Target sequence (Q17339 whole entry, looked up): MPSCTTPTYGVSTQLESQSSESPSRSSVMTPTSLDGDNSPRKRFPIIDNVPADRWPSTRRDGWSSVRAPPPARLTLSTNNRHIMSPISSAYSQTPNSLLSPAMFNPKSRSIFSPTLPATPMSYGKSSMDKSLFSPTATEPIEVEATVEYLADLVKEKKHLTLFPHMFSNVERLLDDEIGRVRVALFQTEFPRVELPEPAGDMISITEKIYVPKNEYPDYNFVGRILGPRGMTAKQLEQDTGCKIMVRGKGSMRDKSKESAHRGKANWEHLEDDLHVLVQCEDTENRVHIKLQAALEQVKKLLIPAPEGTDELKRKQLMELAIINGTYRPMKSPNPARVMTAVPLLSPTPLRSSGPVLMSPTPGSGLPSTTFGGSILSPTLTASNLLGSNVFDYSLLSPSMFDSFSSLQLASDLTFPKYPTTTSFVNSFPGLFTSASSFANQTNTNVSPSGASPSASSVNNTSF
PAFAH1B2 FP inh = blocks human PAF acetylhydrolase 1b catalytic subunit 2; inhibition, % at 3.39 µM; 1.2% of 340,000 active; P68402; recombinant PAFAH1B2, FP-rhodamine activity probe, fluorescence polarization;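 active = inhibition above the mean of all tested compounds plus 3 SD, cut at about 24% in these data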;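 note: 0% = enzyme with DMSO and 100% = wells lacking PAFAH1B2; many of its hits are not listed in these tables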
Target sequence (P68402 whole entry, looked up): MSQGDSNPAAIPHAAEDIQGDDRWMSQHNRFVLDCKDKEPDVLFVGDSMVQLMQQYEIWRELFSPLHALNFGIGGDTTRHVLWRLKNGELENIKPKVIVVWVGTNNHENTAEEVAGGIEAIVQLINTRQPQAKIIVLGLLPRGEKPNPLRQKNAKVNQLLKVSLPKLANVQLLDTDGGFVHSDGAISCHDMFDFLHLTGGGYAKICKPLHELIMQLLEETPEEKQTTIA
Fam108B inh = counter-screen for RBBP9 inhibitors: inhibitors of mouse Fam108B. recombinant Fam108B, FP-Rh probe fluorescence polarization. inhibition, % at 9.51 µM. 0.33% of 300,000 active. AID 1947;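 active = inhibition above the screen mean inhibition plus 3 SD, computed separately per campaign, cut at about 18% in these data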;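 note: inhibitors lower polarization as less probe binds the enzyme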
AHR activator = human AHR activation. activation, % at 5 µM. P35869. AHR-responsive luciferase reporter cells, luminescence. 2.5% of 320,000 active. AID 2796; in the data active = activation above about 47%;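 note: 0% = vehicle wells and 100% = reference agonist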
MEX-5 binding = C. elegans MEX-5 TCR-2 RNA binding activity; Q9XUB2; 0.38% of 300,000 active; MEX-5/FITC-TCR2 RNA binding, fluorescence polarization; hits give low values; activity score (negative = inhibition of binding), % at 10 µM; AID 1832;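 active = inhibition past about -25% in most replicates, and total fluorescence under double the plate's negative control median, limit read from the data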;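 note: 0% = DMSO and -100% = 5 µM competing unlabeled TCR2 RNA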
Active calls of the source: *; · = no result given. An excerpt; the hit share may differ from the screen's.

SMILES	pPAFAH inh	BCLXL inh	MCL1 BIM primary	PME-1 primary	GLD-1 TGE inh	PAFAH1B2 FP inh	Fam108B inh	AHR activator	MEX-5 binding
CCN1CCN(C(=O)CNC(=O)c2nn(-c3ccc(OC)cc3)c(=O)c3ccccc23)CC1	4.9	3.5	3.5	6.1	7.9	5.5	1.8	-1.1	0.4
O=C(CSC1CN(C(c2ccccc2)c2ccccc2)C1)N/N=C/c1ccc(Cl)cc1Cl	-10.4	0.3	6.3	-32.2	-2.4	-13.5	-26.7	-2.5	0.1
CCC(C)NCC(=O)Nc1ccc(-c2nc3cc(NC(=O)CNC(C)CC)ccc3o2)cc1 (stereo not given)	-0.3	2.5	4.2	-3.2	3.9	-1.8	-7.4	1.5	·
Clc1ccc(-c2nnc(-c3ccco3)nc2N2CCCCC2)cc1	10.9	4.6	5.0	1.4	5.5	10.5	1.6	6.4	-2.8
O=C(NCCc1ccc(C(F)(F)F)cc1)C1CCC(=O)N(C2CC2)C1 (stereo not given)	15.9	-2.0	-1.2	4.2	-3.0	6.4	0.5	-1.4	-1.3
Cc1cc(Nc2ccccc2)nn1C(=O)c1ccc(Br)cc1	11.1	2.9	-1.6	7.2	10.9	27.1*	11.2	1.2	-2.0
OC(c1ccc(F)cc1)(C1CCCCC1)C(CN1CCOCC1)c1ccccc1 (stereo not given)	7.3	-1.0	3.6	-4.2	1.5	35.4*	-2.2	-0.1	2.1
Cc1cc(C)c(C(=O)CSc2n[nH]c(=O)n2C2CC2)cc1C	4.2	2.2	-0.4	-2.0	-3.8	4.9	0.2	-0.2	1.0
CCC(C(=O)Nc1ccc(N2CCOCC2)c(S(=O)(=O)Nc2ccccc2OC)c1)c1ccccc1 (stereo not given)	-9.1	·	·	·	0.5	-3.3	·	-1.5	·
O=C(NCc1ccccn1)C(=O)NCc1ccccn1	0.8	1.0	4.3	6.5	-3.7	-1.9	1.6	-2.5	2.3
Cc1nn(-c2ccc(F)cc2)c2nc(N)c(C#N)c(-c3cccs3)c12	-2.4	3.7	-4.1	-6.8	-8.1	2.5	-7.3	65.4*	-5.5
COC(=O)c1ccc(-n2nnnc2SCC(=O)Nc2ccccc2OC)cc1	3.3	-2.1	3.6	-4.4	-2.3	1.6	-5.2	1.1	0.8
CCc1ccccc1NC(=O)N1CCc2ccccc21	-0.5	4.8	-1.2	-2.6	-1.3	2.2	5.0	-8.8	4.5
O=C(N/N=C/c1cccc(Oc2ccccc2)c1)c1cccc(Br)c1	-18.3	1.3	0.6	-63.9	5.6	-13.6	-35.3	7.0	1.6
COCCn1nnnc1C(c1ccc(OC)c(OC)c1)N1CCN(c2nc3ccccc3s2)CC1 (stereo not given)	5.4	2.7	6.6	-2.3	0.2	7.0	-1.0	6.2	0.2
Cc1cccc(/C(N)=N/OC(=O)Cc2cccc3ccccc23)c1	4.5	-2.0	5.1	-0.5	4.8	-1.7	-3.8	6.3	-2.0
O=C(N/N=C/c1c[nH]c2ccc(Br)cc12)c1ccn(Cc2ccc(Cl)cc2Cl)n1	3.2	4.0	5.7	7.5	6.9	3.0	12.6	19.6	2.2
COc1ccc(Cc2nc(C(=O)NCc3ccccc3OC)cs2)cc1	11.9	5.0	0.7	6.8	-5.1	1.2	-3.6	12.4	-1.9
COc1ccc(C(=O)N2CCN(c3cccc(Cl)c3)CC2)c(OC)c1	9.3	8.2	0.3	1.6	3.2	2.9	-0.1	4.0	1.8
CC(C)CSc1ncc(-c2cccc(C(F)(F)F)c2)cn1	-8.2	3.9	5.2	-6.0	-1.7	3.5	1.2	4.1	0.6
C/C(=N\NC(=O)c1cc(-c2cccc([N+](=O)[O-])c2)n[nH]1)c1ccc(F)cc1	4.0	5.8	6.3	1.8	-0.5	·	-1.7	18.9	-5.7
O=C(O)C1CSC(CCc2ccccc2)N1 (stereo not given)	-5.4	-1.3	4.3	-8.1	4.9	2.8	-2.7	-0.1	-2.0
COc1ccc(CN2CCC(N(CCc3ccccc3)Cc3ccccc3)CC2)c(OC)c1	0.0	6.5	4.4	1.9	-4.4	5.1	1.9	0.6	-2.4
COc1ccc(CNC(=O)CN2C(=O)COc3ccc(S(=O)(=O)N4CCCC4)cc32)cc1	5.8	3.6	8.0	8.8	-2.4	0.7	3.8	0.9	2.0
COC(=O)C1=C(C)NC(C)=C(C(=O)OC)C1C(=O)OCc1nnc(-c2ccccc2)o1	-8.5	-1.6	-4.1	1.3	3.1	2.6	0.0	20.6	-1.9

(continued)
SMILES	pPAFAH inh	BCLXL inh	MCL1 BIM primary	PME-1 primary	GLD-1 TGE inh	PAFAH1B2 FP inh	Fam108B inh	AHR activator	MEX-5 binding
CC1(C(=O)N(Cc2ccccc2)Cc2ccccc2)CC1(Br)Br (stereo not given)	-1.0	4.2	3.9	4.1	-2.1	3.9	1.2	-0.7	·
Cc1ccc(Cl)cc1NC(=O)COC(=O)c1ccc(COc2ccc3c(C)cc(=O)oc3c2)cc1	3.6	-9.3	-16.7	-4.5	0.7	·	-6.2	-0.1	·
O=C(Nc1ccccc1)c1nnn(Cc2ccccc2)c1NC(=O)C(F)(F)F	2.7	-0.1	-0.6	-2.2	-3.3	6.1	-0.9	-1.1	0.5
Cc1c(NC(=S)NC(=O)Cc2ccccc2)cccc1C(=O)O	4.8	3.3	11.2	2.6	-2.6	6.2	2.3	1.4	-0.1
Cc1ccccc1-n1nnnc1SCC(=O)NNC(=O)c1ccc(NC(=O)CC#N)cc1	-7.2	5.4	7.7	-2.1	3.1	2.1	·	-1.6	·
COc1cccc(C(=O)Nc2ccc(C(=O)NCC(C)C)cc2)c1	0.5	-3.1	-8.2	5.8	-5.4	7.2	1.1	-0.1	1.4
CSc1ncc(C(=O)O)c(C)n1	0.8	5.7	5.2	2.4	-8.9	2.4	4.1	0.5	2.4
Cc1cc(C)nc(Sc2ccc(/C=C(\C#N)C(=O)Nc3ccccc3)o2)n1	0.8	-2.0	-0.9	-4.7	-0.5	4.8	-0.6	1.0	-3.0
COc1ccc2c(CC(=O)OCC(=O)Nc3cc(C)c(C)cc3[N+](=O)[O-])coc2c1	14.1	-0.5	7.2	-4.2	1.2	2.4	1.1	-1.7	3.7
COc1cccc(NC(=O)CN2CCN(c3ccccc3F)CC2)c1	2.3	8.7	0.8	-0.6	6.1	3.5	0.3	-3.4	-1.2
CC(C)N(Cc1cnn(C)c1)C(=O)c1ccc(OC2CCN(Cc3ccccn3)CC2)cc1	3.7	10.2	8.9	4.5	-1.1	-5.3	-4.5	2.3	-2.0
O=C(CNC(=O)c1ccccc1F)N/N=C/c1cn[nH]c1-c1ccccc1	8.8	2.3	-22.0	4.8	-8.8	-0.4	-0.2	139.5*	0.1
CCCSc1nc(SCC(=O)NCc2ccccc2)c2c3c(sc2n1)COC(C)(CC)C3 (stereo not given)	3.2	3.3	4.6	-1.6	0.3	-1.3	-0.2	0.2	-2.2
O=C(CSc1nnnn1C1CCCC1)Nc1ccc2c(c1)OCO2	5.4	3.3	3.6	0.3	0.8	0.3	-0.6	7.5	1.1
COc1ccccc1N1CCN(C(=O)c2ccc(NC3=NC4CS(=O)(=O)CC4S3)cc2)CC1 (stereo not given)	-1.4	5.4	5.5	3.7	-1.2	0.3	5.6	-1.0	-2.1
S=C(NCc1cccnc1)Nc1ccc(Cl)cc1Cl	-3.2	15.6	13.4	-1.7	6.8	-1.2	-0.4	9.7	-0.4
CS(=O)(=O)N1CCc2cc(S(=O)(=O)Nc3ccc4oc5c(c4c3)CCCC5)ccc21	4.8	1.7	-0.1	-23.5	1.1	-4.8	-26.3	0.1	1.2
O=C(Cn1cncc1-c1ccc([N+](=O)[O-])cc1)Nc1ccccc1F	-4.2	1.2	0.1	6.8	32.7*	3.0	3.8	2.2	-2.3
Cc1ccc(CCNC(=O)C2CCC(CNc3c(N4CCCC4)c(=O)c3=O)CC2)cc1 (stereo not given)	5.4	2.5	0.6	-8.0	0.9	2.8	-3.1	-3.6	2.6
Cc1cc(C)c(NC(=O)C(C)Sc2nc3ccc(N4C(=O)c5ccccc5C4=O)cc3s2)c(C)c1 (stereo not given)	-1.9	1.8	2.4	-1.9	2.8	1.1	-0.3	4.3	1.8
CC(=O)C1=C(C)NC(SCC(N)=O)=C(C#N)C1c1cccnc1 (stereo not given)	-1.6	10.4	15.2	1.8	3.6	3.9	5.2	0.3	-2.6
COc1ccccc1NS(=O)(=O)c1ccc2oc(SCc3ccc(F)cc3)nc2c1	4.2	-1.0	-2.4	-1.3	6.5	1.9	2.0	1.7	0.0
CCOc1cc(C(=O)OCc2cc(=O)n3c(C)csc3n2)ccc1OC	0.7	·	·	·	1.6	9.5	·	1.3	·
COc1ccc(CC(=O)Nc2c3c(nn2-c2ccccc2C)CS(=O)C3)cc1 (stereo not given)	4.2	-2.1	-8.1	-2.5	0.8	-2.7	-0.3	1.8	0.5
CSc1ncccc1C(=O)OCC(=O)Nc1ccc(Cl)cn1	3.9	·	·	·	2.5	3.1	·	5.2	·

Next structures
SMILES	pPAFAH inh	BCLXL inh	MCL1 BIM primary	PME-1 primary	GLD-1 TGE inh	PAFAH1B2 FP inh	Fam108B inh	AHR activator	MEX-5 binding
O=C(O)c1ccc(C(=O)C(=O)c2ccccc2)cc1	14.0	2.2	7.9	1.4	-3.1	3.5	-5.0	5.5	-0.3
O=C(NCc1cccnc1)C(=O)NCC(c1ccco1)N1CCOCC1 (stereo not given)	7.3	0.6	-4.5	5.7	1.3	-0.3	-1.7	-0.2	2.0
COCCOC(=O)C1=C(N)Oc2c(oc(CO)cc2=O)C1c1ccccc1F (stereo not given)	11.4	7.0	7.9	-0.6	-3.8	0.7	5.7	-3.0	-0.6
COCCCN1C(=O)C(=O)/C(=C(/O)c2ccc(OC)cc2C)C1c1cccnc1 (stereo not given)	1.5	5.6	11.7	-1.4	5.8	3.1	1.0	2.7	-1.1
Cc1ccc(C(=O)N/C(=C\c2ccc(-c3cccc([N+](=O)[O-])c3)o2)C(=O)NCCCN2CCOCC2)cc1	10.4	-7.3	-5.4	-5.4	-11.8	5.5	-0.9	-0.6	-0.3
Cc1oc(/N=C/c2ccc(Cl)cc2)c(C#N)c1C	-5.0	4.2	-1.2	-6.6	20.9	-0.4	-4.1	4.2	0.6
CN(CC(=O)NCCN1CCCCCC1)S(=O)(=O)c1cccc2nsnc12	6.6	4.6	3.2	-0.3	0.2	2.9	1.9	0.3	-0.8
CC1CCN(C2=NC(=O)/C(=C/c3ccccc3F)S2)CC1	3.6	2.0	0.0	-2.4	-1.7	1.2	-3.2	7.1	-0.1
COc1cccc(C(=O)Nc2ccc3nc(N4CCOCC4)cc(C)c3c2)c1	17.6	3.6	-0.8	-84.6	-1.1	3.9	4.5	0.5	-0.9
Cc1ccnc(NC(=O)c2ccc(NS(=O)(=O)/C=C/c3ccccc3)cc2)c1	6.8	-1.6	-6.2	-7.7	0.1	7.8	-1.1	10.1	2.0
CC(=O)Nc1cccc(-n2nnc(SCC(=O)Nc3ccc(F)c(Cl)c3)n2)c1	4.6	1.9	3.4	-4.4	4.1	·	-8.4	5.2	1.1

Nothing new here: an excerpt of the list.
SMILES	pPAFAH inh	BCLXL inh	MCL1 BIM primary	PME-1 primary	GLD-1 TGE inh	PAFAH1B2 FP inh	Fam108B inh	AHR activator	MEX-5 binding
COc1cccc(C(=O)Nc2ccc3nc(N4CCOCC4)cc(C)c3c2)c1	17.6	3.6	-0.8	-84.6	-1.1	3.9	4.5	0.5	-0.9
Cc1ccnc(NC(=O)c2ccc(NS(=O)(=O)/C=C/c3ccccc3)cc2)c1	6.8	-1.6	-6.2	-7.7	0.1	7.8	-1.1	10.1	2.0
CC(=O)Nc1cccc(-n2nnc(SCC(=O)Nc3ccc(F)c(Cl)c3)n2)c1	4.6	1.9	3.4	-4.4	4.1	·	-8.4	5.2	1.1
